GPR35 arrestin U2OS – GPR35 antagonists blocking zaprinast-driven arrestin recruitment, primary screen, imaging, U2OS, beta-arrestin-GFP, zaprinast agonist (AID 2058); inhibition, % at 10 µM; hits with a dose series show IC50 in µM; U2OS GPR35 beta-arrestin-GFP translocation imaging, zaprinast antagonism; higher % means a stronger effect; 290,000 tested, 0.052% active;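 active = inhibition of at least 50% with at least 30 cells and total cytoplasm GFP at most 10,000,000; inconclusive = under 30 cells or total GFP of 10,000,000 plus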
NS5 inhibitors – Dengue-2 NS5 methyltransferase inhibitors, primary screen, biochemical, confirmation dose response (AID 588689) | Dengue-2 NS5 methyltransferase capping enzyme assay, biochemical; higher % means a stronger effect | inhibition, % at 25 µM, or IC50 in µM where a hit was titrated | 340,000 tested, 0.3% active; in the data active = a potency from the dose series; inconclusive = inhibition above about 29% without an active follow-up result
LYP inhibition – inhibitors of LYP phosphatase, biochemical, fluorescence intensity, uHTS (AID 1779); inhibition, % at 11.5 µM, or IC50 in µM where a hit was titrated; 290,000 tested, 0.054% active; recombinant LYP phosphatase, fluorescence intensity; higher % means a stronger effect; Tyrosine-protein phosphatase non-receptor type 22 (Homo sapiens); in the data active = inhibition above about 50%;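 also: plate controls were vehicle with enzyme for no effect and no enzyme for full effect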
WT yeast gro inh – growth inhibition of WT strain, primary screen, mitochondrial fusion inhibitor project, WT and mutant strains, chemical genetic. mitochondrial fusion phenotypic screen. inhibition, % at 10 µM. 190,000 tested, 2.1% active. AID 1362, 2008; in the data active = inhibition above about 58%; tested in S. cerevisiae
RSV antiviral HEp-2 – RSV antiviral activity via CPE protection, HEp-2 cells, primary 10 µM value included (AID 2391); HEp-2 cells, RSV-induced CPE inhibition; higher % means a stronger effect; CPE inhibition, % at 10 µM; hits with a dose series show IC50 in µM; 310,000 tested, 0.13% active; in the data active = a potency from the dose series; inconclusive = CPE inhibition mostly from about 23% at the one dose, without a potency; inactive = the rest, 99 in 100 with CPE inhibition below about 21%; also: strong numbers were not always called active
K1F lysis inhibition – inhibition of K1F phage lysis, E. coli UTI89, bacterial capsule biogenesis inhibitors, alamar blue (AID 488966) | E. coli UTI89 K1F phage lysis, alamar blue, 2 h; higher % means a stronger effect | one-dose inhibition, % at 100 µM; IC50 in µM for titrated hits | 340,000 tested, 0.02% active;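 active = phage lysis inhibition, versus mean bacterial control, above a set limit; inconclusive = no clear call, values can overlap the other calls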;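 also: capsule biogenesis inhibitors block K1F phage lysis so surviving cells raise fluorescence; higher fluorescence means more inhibition of phage lysis; actives were called in the ten point dose series up to 300 µM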
NTR1 ag – agonists of NTR1, primary screen, imaging, U2OS cells, beta-arrestin-GFP, high content (AID 493036); Neurotensin receptor type 1 (Homo sapiens), P30989; NTR1-U2OS beta-arrestin-GFP spot imaging, agonist mode; activation, % at 20 µM; 330,000 tested, 0.17% active;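 active = activation at or above 40% of the spot to cytoplasm intensity ratio, with at least 20 cells analyzed; inconclusive = wells under 20 cells, flagged as cytotoxic or low count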;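 also: 0% = DMSO without peptide and 100% = 100 nM NTR1 peptide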
Target sequence (P30989 whole entry, looked up): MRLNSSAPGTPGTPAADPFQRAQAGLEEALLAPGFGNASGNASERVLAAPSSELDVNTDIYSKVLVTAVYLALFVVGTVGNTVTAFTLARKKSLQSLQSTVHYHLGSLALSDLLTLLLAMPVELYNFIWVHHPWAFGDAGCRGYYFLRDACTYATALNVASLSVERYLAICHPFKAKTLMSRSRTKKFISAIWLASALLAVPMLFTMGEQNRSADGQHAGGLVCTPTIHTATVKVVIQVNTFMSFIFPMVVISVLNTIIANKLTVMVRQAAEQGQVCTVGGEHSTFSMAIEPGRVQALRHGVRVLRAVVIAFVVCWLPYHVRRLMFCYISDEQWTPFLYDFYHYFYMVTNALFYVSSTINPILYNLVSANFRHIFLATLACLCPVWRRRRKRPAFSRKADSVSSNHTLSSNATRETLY
Autophagy HCS – autophagy modulators in MEF cells, primary screen, imaging, high-content, MEF GFP-LC3; calls only at 10 µM (by protocol); 190,000 tested, 0.98% active; MEF GFP-LC3 puncta imaging; test concentration mostly 10 µM;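 active = percentage of spot-positive cells more than 3 SD above its plate mean, without a fluorescence outlier flag or 80% toxicity; inconclusive = no clear call, values can overlap the other calls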;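 also: spot-positive cell cutoff set from DMSO-treated cells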
AID2073 – inhibitors of Mint1-CaV2.2 protein interaction, biochemical, HTRF (AID 2073). Voltage-dependent N-type calcium channel subunit alpha-1B (Homo sapiens). HTRF protein-protein interaction, Mint1-CaV2.2; higher % means a stronger effect. one-dose inhibition, % at 20 µM; IC50 in µM for titrated hits. 290,000 tested, 0.19% active; in the data active = inhibition mostly above about 51%, no sharp cut-off; inconclusive = no clear call, values can overlap the other calls; inactive = mostly below about 53%; also: some results filed as inactive read as strong as hits
WT yeast gro inh mutant strain – further read-out of WT yeast gro inh, marked with its call; inhibition, %; mitochondrial fusion phenotypic screen, mutant strain inhibition
Autophagy HCS cell loss 18 h – further read-out of Autophagy HCS, marked with its call; toxicity, %; measured here: cell loss, nuclei count;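 cell loss after 18 h compound exposure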
NTR1 ag cell count 20 µM – also measured in NTR1 ag; calls as there; cell count; measured here: cell count, cytotoxicity flag
The depositor's hits bear a star; i = inactive; ? = inconclusive; · = no result given; [ ] = another dose, or the depositor's remark.

mol	LYP inhibition	NTR1 ag cell count 20 µM	Autophagy HCS	NS5 inhibitors	K1F lysis inhibition	NTR1 ag	RSV antiviral HEp-2	WT yeast gro inh	WT yeast gro inh mutant strain	AID2073	GPR35 arrestin U2OS	Autophagy HCS cell loss 18 h
Cc1nn(-c2ccccc2)c2nc(-c3ccncc3)cc(C(=O)NCc3ccco3)c12	-1.9%	70	i	-4.8%	1.1%	12.4	?	7.1	-18.7	26.8%	8.3%	24.9
COC(CSc1nc(N)c2c3c(sc2n1)CN(C)CC3)OC	-15.6%	90	·	-4.0%	0.4%	-0.9	0.9%	·	·	-41.9%	-12.9%	·
COc1cc(NC(=O)C2CCN(S(=O)(=O)c3cccnc3)CC2)cc(OC)c1OC	-3.7%	74	i	2.8%	0.3%	-0.8	2.7%	-6.4	20.1	-8.1%	9.6%	2.4
O=C(NC1=NC2CCCCC2N1)c1ccccc1 (centres undefined)	-10.3%	60	i	-2.0%	0.1%	-1.0	0.6%	-15.3	-9.1	18.0%	0.7%	4.9
CC(C)(C)n1nnnc1C(c1ccc(C#N)cc1)N1CCCC2(CCCCC2)C1 (centres undefined)	-0.8%	57	i	0.0%	0.2%	-0.5	?	18.5	21.8	-7.4%	-1.0%	6.1
CS(=O)(=O)c1ccc2nc(NC(=O)c3ccc(=O)[nH]c3)sc2c1	-7.0%	48	·	-12.4%	1.1%	2.7	1.1%	·	·	29.5%	24.9%	·
CCOC(=O)c1cnc(-c2ccccc2)nc1Oc1ccccc1	-7.7%	52	i	5.6%	0.0%	5.2	3.6%	8.3	16.7	7.3%	10.6%	-1.3
CCN1C2=NCCCN2c2cc(C)c(C)cc21	4.8%	27	i	-6.2%	0.3%	-0.4	2.6%	8.7	8.3	1.7%	-5.2%	48.3
O=C(OC1CCOC1=O)C1CCN(S(=O)(=O)c2c(Cl)cccc2Cl)CC1 (centres undefined)	·	54	·	3.0%	-1.4%	21.5	-3.1%	·	·	·	·	·
COC(=O)CN1C2=NCCCN2c2ccccc21	-8.7%	47	i	0.0%	1.2%	-0.3	4.2%	-20.6	-21.7	5.9%	-7.6%	-10.3
CC(CC(=O)NCc1ccc(F)cc1)c1ccccc1 (centres undefined)	-8.5%	90	·	-1.3%	0.0%	-0.9	0.3%	·	·	2.0%	1.7%	·
CC(=O)/C(C#N)=C1\NC(=O)C(Cc2ccc(C)c(C)c2)S1 (centres undefined)	6.4%	80	i	-4.1%	0.4%	-0.2	?	0.2	-0.5	15.5%	5.1%	-27.9
CN(Cc1cnccn1)Cc1nc(Cc2cccc(F)c2)no1	-5.3%	76	i	-1.5%	0.1%	-0.3	2.9%	-8.5	8.2	13.1%	4.2%	29.6
O=C(NCCN1CCCC1)C1CCC(=O)N(CCCN2CCOCC2)C1 (centres undefined)	-5.0%	39	·	-1.9%	0.7%[50 µM]	-0.4	0.8%	·	·	-1.8%	-0.3%	·
Cc1cccc(Nc2nc(N)nc(CN3CCC(C(N)=O)CC3)n2)c1C	4.0%	36	i	3.2%	-0.1%	0.2	0.0%	-9.2	-4.2	-1.7%	-13.7%	-8.0
CCOc1ccc(NC(=O)CC(NCc2ccccn2)C(=O)O)cc1 (centres undefined)	-9.8%	36	i	-2.9%	-0.4%	-0.9	0.2%	-3.1	-9.8	12.1%	-13.1%	15.2
O=C(O)CCCn1c(=O)c2cccn2c2ccc(F)cc21	-0.9%	106	·	0.0%	1.0%[50 µM]	0.8	1.8%	·	·	16.5%	17.4%	·
COCCNC(=O)/C(C#N)=C/C=C/c1ccccc1	12.2%	50	i	2.3%	-0.5%	2.0	-0.1%	-2.3	12.4	-0.3%	4.0%	3.4
COC(=O)C1C(O)=C(C(C)=Nc2cccc3ccccc23)C(=O)CC1(C)C (centres undefined)	-10.8%	52	·	7.7%	-1.4%	-0.2	-0.3%	·	·	-24.9%	17.1%	·
O=C1c2ccccc2C(=O)N1Cc1ccc2c(c1)OCO2	-7.3%	78	i	2.4%	5.1%	1.7	0.2%	9.8	1.2	-7.2%	-3.7%	-1.2

3 of the entries above in order of their number in NS5 inhibitors, ascending.
smiles	LYP inhibition	NS5 inhibitors	RSV antiviral HEp-2	WT yeast gro inh mutant strain	AID2073	GPR35 arrestin U2OS
CS(=O)(=O)c1ccc2nc(NC(=O)c3ccc(=O)[nH]c3)sc2c1	-7.0%	-12.4%	1.1%	·	29.5%	24.9%
COC(CSc1nc(N)c2c3c(sc2n1)CN(C)CC3)OC	-15.6%	-4.0%	0.9%	·	-41.9%	-12.9%
CCOc1ccc(NC(=O)CC(NCc2ccccn2)C(=O)O)cc1 (centres undefined)	-9.8%	-2.9%	0.2%	-9.8	12.1%	-13.1%

Next part
mol	LYP inhibition	NTR1 ag cell count 20 µM	Autophagy HCS	NS5 inhibitors	K1F lysis inhibition	NTR1 ag	RSV antiviral HEp-2	WT yeast gro inh	WT yeast gro inh mutant strain	AID2073	GPR35 arrestin U2OS	Autophagy HCS cell loss 18 h
Cc1ccc(NC(=O)CSc2n[nH]c(-c3ccncc3)n2)cc1	-9.4%	53	i	1.3%	0.4%	-1.8	-0.4%	-6.7	-2.3	-0.5%	-9.5%	1.3
O=C(CCNC(=O)c1ccc(Br)o1)NCc1ccccc1Cl	-7.0%	67	i	3.2%	0.4%	2.0	0.2%	-13.6	-8.3	34.0%	-1.1%	-14.8
CC(C)(C)c1ccc(O)c(O)c1	·	51	·	0.7%	2.8%	-0.2	3.3%	·	·	·	·	·
CCOC(=O)C1=C(C)NC(SCC(N)=O)=C(C#N)C1c1ccccc1 (centres undefined)	-1.0%	49	i	-4.0%	2.5%	1.8	0.3%	18.5	19.1	-3.7%	10.8%	-12.3
COc1ccc(-c2c(-c3cc(OC)c(OC)c(OC)c3)noc2C)cn1	-8.8%	75	·	-6.0%	-7.4%	-2.0	4.5%	·	·	11.9%	10.4%	·
COC(=O)c1ccc(COc2ccc(C(C)(C)C)cc2)o1	-5.9%	85	·	2.0%	0.1%	3.2	2.1%	·	·	-3.4%	-8.2%	·
Cc1cc(Cl)ccc1NC(=O)CCCN1C(=O)CCC1=O	-6.4%	65	i	-12.8%	4.7%	-0.4	1.5%	10.2	21.8	-6.7%	5.3%	5.6
CCOc1ccc(N(C)C(=O)CCc2nnc3ccc(N4CCCCC4)nn23)cc1	-5.0%	74	·	-6.1%	-0.2%	0.0	1.3%	·	·	5.2%	6.5%	·
N#Cc1c(C(F)(F)F)cc(-c2ccc(Cl)cc2)[nH]c1=O	-7.1%	81	i	1.6%	0.0%	0.2	17.1%	-0.2	1.8	47.7%	-13.1%	-8.9
CSc1nsc(/C=C/Nc2ccc(C)c(C)c2)c1C#N	-3.3%	92	i	-46.0%	-0.3%	0.2	1.6%	1.3	6.1	33.2%	-1.7%	-1.1
O=C(N/N=C1\CCCc2ccccc21)c1ccccc1Cl	-2.8%	47	i	-6.1%	-0.7%	0.0	3.8%	-12.3	3.0	-6.8%	-1.8%	2.4
COc1cccc(NC(=O)C2CCCN2C(=O)Nc2cccc(F)c2)c1 (centres undefined)	-4.5%	65	i	2.9%	3.3%	-0.4	1.1%	-10.2	2.4	-2.6%	-8.8%	-5.6
Cc1cccc(CCNC(=O)CCc2nc(-c3ccccc3F)no2)c1	-3.7%	68	i	-2.1%	0.2%	1.0	3.1%	1.4	-4.0	-1.4%	-10.1%	-4.9
CC(C)CN1C(=O)c2ccc(C(=O)Nc3c[nH]c(=O)[nH]c3=O)cc2C1=O	-10.2%	76	i	-3.3%	1.3%	0.4	-0.2%	-8.9	-6.1	9.7%	-24.7%	-23.8
CC(C)C[C@H](NC(=O)Nc1ccc(Oc2ccccc2)cc1)C(=O)O	-2.1%	59	i	-3.2%	0.6%[50 µM]	11.3	0.8%	-9.7	-7.3	-3.4%	-12.9%	3.4
Brc1cccc(CNCc2cccs2)c1	-9.0%	67	i	4.3%	-1.5%	2.6	1.7%	-2.3	-3.5	5.3%	-8.7%	-11.1
COc1cccc(CNC(=O)CCNS(=O)(=O)c2ccc3c(c2)oc(=O)n3C)c1	-11.6%	71	·	-4.6%	0.2%	1.4	1.6%	·	·	12.3%	34.6%	·
O=C(CCN1CCCCO1)N1CCCC(Nc2cccc(F)c2)C1 (centres undefined)	-7.6%	54	·	-8.0%	0.1%	-0.8	0.6%	·	·	20.2%	-5.1%	·
O=C(NC12CC3CC(CC(C3)C1)C2)N1CCC(n2nnc3ccccc32)CC1	-6.5%	82	i	2.4%	-0.5%	3.1	0.3%	-7.7	10.7	-1.5%	1.3%	-12.2
CCC(=O)N1CCN(c2ccc(NC(=O)c3ccco3)cc2)CC1	1.3%	54	i	-4.0%	1.3%	-0.4	1.0%	3.4	10.4	-14.6%	-0.1%	1.1
COc1ccccc1CN(C)C(=O)C(NC(=O)Cc1cccc2ccccc12)C(C)C (centres undefined)	-5.4%	48	·	-7.3%	-0.3%	-0.3	2.4%	·	·	2.8%	4.9%	·
CCC(=O)Nc1cc2c(cc1C(C)=O)OCCO2	-3.6%	37	i	2.2%	0.8%	-0.6	1.1%	-8.8	1.9	12.4%	-2.8%	-7.0
C/C(=N\Nc1cccc(Cl)c1)c1ccncc1	5.6%	43	i	6.9%	1.4%	5.7	16.8%	62.5	69.5	1.4%	-1.5%	-7.4
O=C(COC(=O)C1CC(O)CN1S(=O)(=O)c1ccc(Cl)cc1)c1ccccc1Cl (centres undefined)	-3.3%	68	i	-2.9%	2.5%[50 µM]	-0.7	0.6%	2.0	-4.0	-2.7%	-0.2%	-3.0
CCCC[n+]1ccn(-c2nc3ccccc3nc2[N-]S(=O)(=O)c2ccc(C)cc2)c1	-4.1%	62	i	-2.8%	-0.7%	1.7	-1.0%	-7.5	-6.5	1.9%	-15.4%	3.8
COC(=O)C1=COC(OC2OC(CO)C(O)C(O)C2O)C2C1C=CC2(O)CO (centres undefined)	-17.1%	85	·	1.4%	3.0%	-2.7	-0.4%	·	·	35.6%	21.3%	·
CC1Sc2ccc(S(=O)(=O)NCCc3ccc(S(N)(=O)=O)cc3)cc2NC1=O (centres undefined)	-10.2%	54	·	-8.2%	0.2%	2.9	1.7%	·	·	7.0%	0.4%	·
N=c1sccn1CC(=O)Nc1ccc2c(c1)CCC2	-4.4%	81	i	-6.5%	-0.1%	-0.5	0.2%	-11.5	-15.6	0.9%	2.9%	1.4
